Screens from PubChem.
TrxR1 substrate: substrates of rat thioredoxin reductase 1; O89049; purified TrxR1 substrate turnover, NADPH consumption readout; Potency, µM (top dose mostly 114 µM), for the others: at the top dose activity change, negative = substrate turnover; actives 0.01% (n = 390,000); AID 588456; further: potency means the concentration at half of the fitted maximal effect; on the % scale 0 is the no-effect control and ±100 the full control effect; nearly all actives have a fitted effect of over 50% in size
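Rat TrxR1, dispensed at 90 nM, was prereduced with 400 uM NADPH (final) for 5 min at ~22 deg C, then incubated with compound 15 min before 400 uM selenite. A first-read NADPH fluorescence drop versus no-compound background flagged substrates.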
D2 agonist: agonists of human D2 dopamine receptor. actives 0.53% (n = 340,000). P14416. AID 485358. HEK293 T-REx D2 cells, calcium flux agonist mode. activation, % at 2 µM;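 active means activation over 3 SD above normal in the single-dose calcium agonist read, cut at about 30% in these data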; further: 0% is about no effect
Target sequence (P14416 whole entry, looked up): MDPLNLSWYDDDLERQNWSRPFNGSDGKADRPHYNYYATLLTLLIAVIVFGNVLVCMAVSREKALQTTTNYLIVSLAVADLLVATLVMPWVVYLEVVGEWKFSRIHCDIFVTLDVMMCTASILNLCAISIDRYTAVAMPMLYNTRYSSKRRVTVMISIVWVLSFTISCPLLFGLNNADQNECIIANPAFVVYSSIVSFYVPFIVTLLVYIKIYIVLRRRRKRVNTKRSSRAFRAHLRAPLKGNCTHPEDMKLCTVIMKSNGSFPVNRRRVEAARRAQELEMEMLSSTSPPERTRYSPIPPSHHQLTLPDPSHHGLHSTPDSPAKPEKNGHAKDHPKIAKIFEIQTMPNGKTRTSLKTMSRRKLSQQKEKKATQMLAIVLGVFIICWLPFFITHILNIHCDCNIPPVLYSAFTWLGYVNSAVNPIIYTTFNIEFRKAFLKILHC
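HEK293 Trex D2 cells, tetracycline-induced, o/n 30 C 5% CO2; no-wash Ca dye, RT 30–90 min; 10-cycle baseline, 23 nl cpd added, kinetic Ca read 180 s; agonist hits = positive Ca response.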
TRHR ag: activates the human TRH receptor. activation, % at 2 µM. AID 493084. TRHR cells, calcium flux fluo-8, FDSS agonist mode. P34981. actives 0.18% (n = 360,000); in the data active means activation above about 30%; further: 0% is about no effect
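In this calcium-flux screen, cells bearing human TRHR are dye-loaded with fluo-8, baselined for 10 cycles, then exposed to library compounds; positive kinetic calcium responses during the agonist phase mark hits, with TRH as control.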
USP1 inh: blocks the human USP1/UAF1 deubiquitinase complex | recombinant USP1/UAF1, Ub-Rhodamine cleavage fluorescence | Potency, µM (series often up to 57.1 µM), for the others: at the highest dose activity change, negative = inhibition, usual class: inhibitors | actives 0.23% (n = 390,000) | AID 743255; further: potency means the concentration at half of the fitted maximal effect; on the % scale 0 is the no-effect control and ±100 the full control effect; nearly all actives have a fitted effect of over 60% in size; inactives centre near -12
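High-throughput fluorogenic screen: 1nM USP1/UAF1 complex, Ub-Rho substrate 150nM final, 50mM HEPES pH 7.8 with 0.5mM EDTA, 0.1 mg/ml BSA, 1mM TCEP and 0.01% Tween-20.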
D2 antagonist: antagonists of human D2 dopamine receptor | P14416 | HEK293 TREx D2 cells, calcium flux, dopamine EC80 | inhibition, % at 10 µM | actives 2% (n = 340,000); in the data active means inhibition above about 30%; further: 0% is about no effect
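Calcium flux kinetic readout in an inducible HEK293 TREx D2 line plated overnight at 30 C. After 180 s compound exposure, an EC80 dopamine challenge follows with another 180 s kinetic read to detect antagonism.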
PI4K2A block: blocks human PI4K2A kinase activity; Q9BTU6; purified PI4K2A, ADP-Glo luminescence, 1 h; active compounds read low; activity change, negative = inhibition, % at 76.9 µM; actives 0.13% (n = 420,000); AID 1346378; in the data active means activity change below about -50%; inconclusive means mostly about -30% to -49%;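 further: -100% = wells without enzyme as full effect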
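PI4K2A activity was measured by ADP-Glo luminescence: enzyme (4 ug/mL stock) and phosphatidylinositol (1.2 mM stock) in Tris pH 7.5/MgCl2/EGTA/Triton X-100 buffer were reacted with ATP (300 microM stock) for one hour at ambient temperature.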
TRHR enhancer: allosteric enhancers of human TRH receptor; P34981; TRHR cells, fluo-8 calcium fluorescence, EC20 TRH enhancement; enhancement, % at 2 µM; actives 0.66% (n = 360,000); in the data active means enhancement above about 30%; further: 0% is about no effect
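TRHR-expressing cells loaded with fluo-8 calcium dye were read kinetically (ex 480/em 530) during compound addition, then stimulated with an EC20 of TRH (10 nM final). Enhancement of the Gq-mediated intracellular calcium response was scored.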
IDH1 R132H inh: blocks human mutant IDH1 R132H enzyme; actives 0.093% (n = 390,000); Potency, µM (top dose mostly 76.6 µM), inactives show at the highest dose activity change, negative = inhibition, usual class: inhibitors; IDH1-R132H enzyme, NADPH consumption, diaphorase/resazurin fluorescence; O75874; AID 602179; further: potency means the concentration at half of the fitted maximal effect; on the % scale 0 is the no-effect control and ±100 the full control effect; nearly all actives have a fitted effect of over 65% in size
Target sequence (O75874 whole entry R132H, stated change not applied): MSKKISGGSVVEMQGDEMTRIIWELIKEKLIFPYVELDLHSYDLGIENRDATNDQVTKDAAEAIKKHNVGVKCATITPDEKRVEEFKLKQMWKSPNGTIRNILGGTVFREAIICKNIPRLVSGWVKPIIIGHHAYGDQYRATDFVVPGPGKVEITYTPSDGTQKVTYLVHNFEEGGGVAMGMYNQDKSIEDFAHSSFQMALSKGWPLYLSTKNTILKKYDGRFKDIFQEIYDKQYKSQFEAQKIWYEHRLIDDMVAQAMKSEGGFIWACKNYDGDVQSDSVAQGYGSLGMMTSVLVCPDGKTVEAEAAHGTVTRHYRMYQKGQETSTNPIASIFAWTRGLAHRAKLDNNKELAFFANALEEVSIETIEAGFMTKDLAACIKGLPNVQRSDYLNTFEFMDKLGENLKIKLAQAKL
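IDH1-R132H (0.5 ug/mL) preincubated 30 min with compound, then NADPH (0.016 mM) and alpha-KG (2 mM) added; 80 min at RT, pH 7.5. Remaining NADPH coupled via diaphorase/resazurin to fluorescence (540/590 nm); concentration-response curves normalized to no-enzyme control.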
TrxR1 inh: rat TrxR1 inhibition | O89049 | recombinant rTrxR1, NADPH fluorescence consumption, selenite substrate | Potency, µM (highest dose often 114 µM), for inactives: at the highest dose activity change, negative = inhibition, actives largely listed as inhibitors | actives 1% (n = 390,000); further: potency means the concentration at half of the fitted maximal effect; on the % scale 0 is the no-effect control and ±100 the full control effect; nearly all actives have a fitted effect of over 65% in size
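Rat TrxR1 (90 nM in the dispensed reagent) was pre-reduced with 400 uM NADPH for 5 min at room temperature, then incubated with compound for 15 min. After 400 uM selenite was added, NADPH fluorescence (Ex 340/Em 450 nm) was followed for 8 min.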
The depositor's hits bear a star; ? = inconclusive; . = not tested or not shown; & = joins results of further samples; [ ] = dose if it differs, or a comment. Unless noted, the call rests on the fitted dose curve; in most records, active means well fitted inhibition curve with a large enough effect; inconclusive means small, poorly fitted or top-dose-only effect; inactive means no such curve, though single readings can be large or run the other way.

SMILES	TrxR1 substrate	D2 agonist	TRHR ag	USP1 inh	D2 antagonist	PI4K2A block	TRHR enhancer	IDH1 R132H inh	TrxR1 inh
COc1cc(/C=N/NC(=O)CNc2n[nH]c(=O)[nH]c2=O)ccc1O	-10%	.	0.4	-15%	.	4	-2	-5%	-15%
Cc1n[nH]c(=O)c2c(NC(=O)CSc3ccccc3Cl)oc(C)c12	-4%	0.6	0.5	-3%	-28	3	-6	-5%	-4%
O=C(C1CCCN(Cc2nc(-c3cccs3)no2)C1)N1CCOCC1 (centres undefined)	-6%	1.2	0.2	-20%	-15	-1	1	1%	-15%
CC1C(=O)Nc2ccc(S(=O)(=O)NCc3ccc(Cl)cc3)cc2NC1=O (centres undefined)	-4%	-0.1	0.1	-5%	6	-8	-3	-5%	11%[57.1 µM]
COc1ccccc1NC(=S)NC(=O)Cc1ccccc1	7%[57.1 µM]	.	.	-12%	.	1	.	11%	-40%
COc1ccc(CNC(=O)CN(C(=O)c2snc(C(N)=O)c2N)c2cccc(F)c2)cc1	1%[57.1 µM]	1.2	0.6	-16%	17	0	11	1%	6%[57.1 µM]
CCN(CC)CCc1nc(-c2ccccc2)no1	0%	-0.4	0.7	-4%	6	1&-1	18	-1%	-10%
CC(C)C[C@H](NC(=O)C1CCC(CNC(=O)[C@@H]2CCCN2C(=O)OC(C)(C)C)CC1)C(=O)O (some centres undefined)	2%	0.2	0.9	-15%	-16	3	13	4%	3%
CN(C)c1ccc(-c2nc3ccc(Cl)cn3c2Nc2ccc3c(c2)OCCO3)cc1	12%	-0.8	-1.0	-28%	.	-20	5	10%	14%
Cc1ccc(/C(=N\O)c2oc3c(C)c4oc(=O)cc(C)c4cc3c2C)cc1	20%[57.1 µM]	0.8	0.0	-4%	4	3	-3	-5%	28%[57.1 µM]
O=C(Cn1c(NCCCO)nc2ccccc21)c1ccco1	5%	-0.4	-0.2	-6%	6	-1	-1	3%	-3%
O=S(=O)(c1cc(O)ccc1O)c1cccc2c(S(=O)(=O)c3cc(O)ccc3O)cccc12	4%[57.1 µM]	-0.6	0.0	?	-9	?	1	-4%	?
CN(CC(=O)Nc1ccc(Cl)c(S(=O)(=O)N2CCOCC2)c1)C(=O)c1cccs1	-14%	0.0	0.3	-4%	-8	-1	2	2%	-5%
Cc1cccc(C)c1NC(=O)Cn1cc(C=O)c2ccccc21	0%	0.2	0.1	-6%	-3	8	-2	1%	2%
Cc1nn(-c2ccccc2)c(Cl)c1/C=C(\CC(=O)O)c1nc2ccccc2s1	-9%[57.1 µM]	-0.4	0.5	-18%	-15	1	-3	3%	-1%[57.1 µM]
O=C(NCCc1ccccc1)c1ccc(CSc2nc3ccncc3n2Cc2ccccc2)cc1	-2%	.	0.3	-11%	.	-3	18	12%	4%
O=C(CNC(=O)c1ccc(=O)[nH]c1)Nc1ccc(F)c(F)c1	-3%[0.457 µM]	0.8	0.5	4%	12	-2	12	1%	17%
O=S(=O)(c1ccc(Br)s1)N1CCN(Cc2ccc3c(c2)OCO3)CC1	-6%	0.2	0.2	-15%	-27	6	0	15%	-5%
CCOc1ccc(C(=S)N2CCCC2)c(OCC)c1	7%[57.1 µM]	-0.3	-0.2	-8%	-11	-21	14	5%	6%[57.1 µM]
CC1=C(C(=O)OCCNC(=O)c2ccccc2O)C(c2ccccc2[N+](=O)[O-])C(C(=O)OCC2CCCO2)=C(C)N1 (centres undefined)	-13%	-2.2	-0.5	-6%	11	-1	1	-11%	0%
COc1ccccc1N1CCN(C(=O)c2cc3c(=O)n(C)c4ccccc4c3n2C)CC1	11%[57.1 µM]	-0.2	-0.6	-8%	5	1	1	-4%	6%[57.1 µM]
Cc1ncc([N+](=O)[O-])n1CC(C)O (centres undefined)	-2%	-0.1&-0.4	0.1&-0.4	-3%	-6&4	2&4	4&-7	19%	7%
Cc1ccc(C)c(-n2nnnc2Sc2nnnn2-c2ccccc2)c1	7%	.	0.0	-10%	.	87	6	2%	-5%
N#Cc1cccnc1N1CCN(C(=O)COCC(=O)O)CC1	42%[activator]	3.0	0.2	-9%	-11	6	1	4%	0%
Cc1ccc(S(=O)(=O)N2CCN(C(=O)CCCN3C(=O)NC4(CCCC4)C3=O)CC2)cc1C	-3%	0.5	-0.3	0%	2	1	4	-13%	10%
The listing continues:
SMILES	TrxR1 substrate	D2 agonist	TRHR ag	USP1 inh	D2 antagonist	PI4K2A block	TRHR enhancer	IDH1 R132H inh	TrxR1 inh
CCc1ccc(N2CC(C(=O)OCC(=O)N(CC)c3c(N)n(Cc4ccccc4)c(=O)[nH]c3=O)CC2=O)cc1 (centres undefined)	3%	.	.	-8%	.	1	.	-4%	17%
Cc1ccccc1-n1sc2cc(F)ccc2c1=O	1%[57.1 µM]	9.4	2.5	-20%	-5	6	-9	-5%	74%[activator][57.1 µM]
NC(=O)CSc1nnc(-c2ccc(S(=O)(=O)N3CCCC3)cc2)n1CC1CCCO1 (centres undefined)	11%	-1.6	0.1	-5%	-2	4	-12	1%	16%
Cc1cccn2c(=O)cc(COc3ccc(NC(=O)COc4ccc(F)cc4)cc3)nc12	2%[57.1 µM]	.	-0.3	8%	.	-3	-2	3%	7%[57.1 µM]
O=C(C(=Cc1ccc(F)cc1)c1ccccc1)c1ccc(O)cc1	-13%	.	.	-8%	.	1	.	-1%	-1%
COc1ccc(-c2cc(C(F)F)n3ncc(C(=O)N4CCCc5ccccc54)c3n2)cc1	2%	-1.5	-1.0	-26%	0	2	-3	-3%	11%
COc1cc(NS(=O)(=O)c2ccc(NC(=O)c3ccccc3C(=O)O)cc2)nc(OC)n1	-5%	0.9	-0.1	-19%	.	-2	-3	-21%	-1%
FC(F)Sc1ccc(-n2c(-c3ccc(Cl)cc3)c[n+]3c2CCC3)cc1	-1%	-4.1	0.5	-10%	27	-5	-2	-6%	17%
O=C(O)c1nc(-c2ccccc2)n(-c2ccccc2)n1	-6%	0.0	-0.3	-19%	-16	-5	-4	4%	-7%
O=C(COc1ccc(S(=O)(=O)N2CCOCC2)cc1Cl)N1CCOCC1	-3%[57.1 µM]	0.1	0.5	-9%	-24	0	5	-21%	0%[57.1 µM]
O=S1(=O)N=C(Nc2ccc(O)cc2)c2ccccc21	-5%	2.1	0.0	5%	1	1	5	7%	10%
CCS(=O)(=O)N1CCN(c2ccc(C(=O)NC34CC5CC(CC(C5)C3)C4)cc2[N+](=O)[O-])CC1	7%[57.1 µM]	-1.0	-0.7	-17%	11	3	2	9%	16%[57.1 µM]
COc1ccccc1/C=N/NC(=S)Nc1cccnc1	-17%[57.1 µM]	0.1	0.7	-18%	-2	-4	5	3%	-29%
O=C(c1cc(-c2ccccn2)nc2ccccc12)N1CCN(c2ncccn2)CC1	-9%	0.2	-0.1	-1%	8	0	-1	-8%	6%
O=C(Nc1nc2ccccc2c2nc3ccccc3n12)c1ccc(F)cc1	.	1.0	0.5	.	2	.	-3	.	.
COCC(=O)Nc1ccc(S(=O)(=O)Nc2ccccn2)cc1	1%[57.1 µM]	-3.0	-0.3	-10%	-8	-3	3	-2%	-2%[57.1 µM]
N#Cc1ccsc1NC(=O)CSc1nnnn1-c1ccc(O)cc1	2%	0.4	0.4	-1%	-6	-10	0	-2%	-2%
COc1ccc(CCNC(=O)CSCc2ccc([N+](=O)[O-])cc2)cc1OC	4%	-8.3	-0.1	-8%	11	-9	-11	0%	14%
CN(C)c1cccc(C(=O)N/N=C/c2ccccc2F)c1	-15%[57.1 µM]	.	-0.4	-12%	.	-1	3	10%	14%[57.1 µM]
CCN(C(=O)COC(=O)c1cc(-c2cccs2)nc2ccccc12)C1CCS(=O)(=O)C1 (centres undefined)	109%[activator]	2.2	1.0	-18%	-9	2	1	18%	42%[activator]
CC(OC(=O)CC(C)c1ccccc1)C(=O)Nc1ccc(Cl)cn1 (centres undefined)	-10%	-2.2	-0.5	-17%	-3	0	-11	2%	-2%
COc1ccc(C(=O)N2CCc3cc(OC)c(OC)cc3C2COc2ccc3c(C)cc(=O)oc3c2)c(OC)c1 (centres undefined)	10%	-0.1	-0.1	-8%	.	4	24	-6%	23%
O=C(NCc1ccccn1)C1CN(S(=O)(=O)c2ccccc2)CCN1S(=O)(=O)c1ccccc1 (centres undefined)	3%[57.1 µM]	0.8	-0.1	-12%	21	0	-6	-1%	7%[57.1 µM]
C/C(Cl)=C/Cc1c(C)[nH]c2c(ccc3ccccc32)c1=O	-1%	0.0	-0.1	-20%	7	-1	12	9%	20%
CC1=NOC(=O)/C1=C\c1ccc(-c2ccc(Cl)c(C(=O)O)c2)o1	-11%	1.7	0.6	-20%	-6	-23	4	-7%	?
CN(C)/C=N/NC(=O)C1Cc2c(ccc3ccccc23)O1 (centres undefined)	-3%[57.1 µM]	1.2	1.4	-3%	-1	-2	13	10%	-4%[57.1 µM]
CCC1CN(C(=O)NCc2ccc(F)cc2)c2ccccc2O1 (centres undefined)	9%[57.1 µM]	-0.6&0.6	-0.3&-0.4	?	-12	-3&0	3&-4	2%&-4%	7%[57.1 µM]
O=C(CNC(=O)c1ccccc1)NCC(=O)OCC(=O)c1ccc([N+](=O)[O-])cc1	0%[57.1 µM]	0.4	0.4	-3%	8	6	2	14%	9%[57.1 µM]
COc1ccc(C(CNC(=O)c2ccccc2C)N2CCCC2)cc1 (centres undefined)	2%	0.3	1.1	-14%	5	1	8	2%	13%

Among those listed so far, these have a cyano group:
SMILES	TrxR1 substrate	D2 agonist	TRHR ag	USP1 inh	D2 antagonist	PI4K2A block	TRHR enhancer	IDH1 R132H inh	TrxR1 inh
N#Cc1cccnc1N1CCN(C(=O)COCC(=O)O)CC1	42%[activator]	3.0	0.2	-9%	-11	6	1	4%	0%
N#Cc1ccsc1NC(=O)CSc1nnnn1-c1ccc(O)cc1	2%	0.4	0.4	-1%	-6	-10	0	-2%	-2%
